CIT2-GFP yeast = modulators of CIT2-GFP expression in yeast, primary screen, S. cerevisiae, GFP fusion, multiplex flow cytometry, MLPCN library. GFP response vs DMSO, % at 10 µM. AID 2029, 2009. S. cerevisiae CIT2-GFP strain, 3 h; 100 means same as DMSO wells. 320,000 compounds, 0.065% hits;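 active means GFP response relative to DMSO above a set limit, near the screen mean plus 3 SD, cut at about 150% in these data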;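 further: ratio of well median GFP fluorescence to mean of DMSO wells on the plate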
AGP1 TOR yeast = modulators of AGP1-GFP expression in yeast TOR pathway, primary screen, cell-based, multiplex flow cytometry, S. cerevisiae, MLPCN library | 3 h; GFP as percent of DMSO wells | GFP response vs DMSO, % at 10 µM | 320,000 compounds, 0.02% hits | AID 2066, 2009;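 active means GFP response relative to DMSO above a set limit, near screen average plus 3 SD, cut at about 150% in these data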;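 further: median GFP channel fluorescence of the gated AGP1 strain per well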
MEP2 TOR yeast = modulators of MEP2-GFP levels in yeast, primary screen, S. cerevisiae, multiplex flow cytometry, MLPCN library. S. cerevisiae MEP2-GFP strain, 3 h; 100% = DMSO control level. GFP response vs DMSO, % at 10 µM. 330,000 compounds, 0.51% hits;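 active means GFP response versus DMSO above a set limit, roughly screen mean plus 3 SD, cut at about 180% in these data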;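 further: median GFP fluorescence of the barcode-gated MEP2-GFP cells per well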
AHR act = AHR activators, primary screen, cell-based, luminescence, luciferase reporter, human. 320,000 compounds, 2.5% hits. activation, % at 5 µM. Aryl hydrocarbon receptor (Homo sapiens), P35869. AHR-responsive luciferase reporter cells; in the data active means activation above about 47%;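 further: 0% = vehicle wells and 100% = reference agonist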
Target sequence (P35869 whole entry, looked up): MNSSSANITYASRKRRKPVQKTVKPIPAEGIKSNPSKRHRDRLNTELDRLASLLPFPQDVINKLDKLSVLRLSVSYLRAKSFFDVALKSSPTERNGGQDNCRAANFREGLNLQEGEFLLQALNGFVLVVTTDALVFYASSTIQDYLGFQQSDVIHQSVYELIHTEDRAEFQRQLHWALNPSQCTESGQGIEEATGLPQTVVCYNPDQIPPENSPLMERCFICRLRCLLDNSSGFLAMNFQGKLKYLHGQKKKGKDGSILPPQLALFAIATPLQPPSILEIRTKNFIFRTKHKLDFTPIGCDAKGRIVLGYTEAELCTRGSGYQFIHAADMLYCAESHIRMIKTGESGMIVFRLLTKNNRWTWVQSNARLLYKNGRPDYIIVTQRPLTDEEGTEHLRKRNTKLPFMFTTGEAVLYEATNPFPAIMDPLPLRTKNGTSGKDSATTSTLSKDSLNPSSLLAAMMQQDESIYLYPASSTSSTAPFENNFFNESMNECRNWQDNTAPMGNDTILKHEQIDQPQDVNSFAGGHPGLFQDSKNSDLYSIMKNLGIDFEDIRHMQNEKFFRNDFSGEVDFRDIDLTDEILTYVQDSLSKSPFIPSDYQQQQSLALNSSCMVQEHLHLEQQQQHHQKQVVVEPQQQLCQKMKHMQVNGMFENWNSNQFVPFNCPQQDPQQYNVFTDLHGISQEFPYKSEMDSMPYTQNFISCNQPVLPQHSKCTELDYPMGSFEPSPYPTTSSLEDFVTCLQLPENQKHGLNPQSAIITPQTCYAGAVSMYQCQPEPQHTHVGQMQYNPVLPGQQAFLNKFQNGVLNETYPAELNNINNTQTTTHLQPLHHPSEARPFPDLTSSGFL
CR mimetic SO = reduction of superoxide in aged yeast, primary screen, HTS | 330,000 compounds, 0.18% hits | superoxide response (% of plate mean), % at 10 µM | S. cerevisiae aged cells, superoxide DHE fluorescence; active compounds read low | AID 2690, 2010;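 active means superoxide response under a set limit, about three screen SD below normal, cut at about 65% in these data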;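 further: yeast aged for seven days with compound at 30 °C before DHE staining; 100% = average MFI of all compound-treated wells on the plate with controls excluded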
Efflux pump mplx = inhibitors of Candida efflux pumps in yeast, primary screen, S. cerevisiae, Nile Red, multiplex; 330,000 compounds, 0.44% hits; inhibition, % at 10 µM; S. cerevisiae Candida pump triplex;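 active means plate passing quality check with inhibition over a set limit, or well fluorescence over plate mean plus 4 SD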;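 further: Nile Red retained in pooled yeast measured as flow cytometry median fluorescence; 0% = buffer negative control and 100% = Enniatin B positive control; higher means more Nile Red kept so more efflux inhibition; some compounds called inactive have numbers as strong as hits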
LAP4-GFP MLPCN = modulators of LAP4-GFP expression in yeast, primary screen, S. cerevisiae, multiplex flow cytometry, MLPCN library. AID 2023, 2009. GFP response vs DMSO, % at 10 µM. 3 h; median GFP as percent of DMSO wells. 320,000 compounds, 0.34% hits;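 active means GFP response vs DMSO above a set limit, about the screen mean plus 3 SD, cut at about 150% in these data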
RPL19A-GFP yeast = RPL19A-GFP expression modulators in yeast, primary screen, cell-based, S. cerevisiae, multiplex flow cytometry, MLPCN; S. cerevisiae RPL19A-GFP strain, 3 h; active compounds read low; 330,000 compounds, 0.3% hits; percent response vs DMSO, % at 10 µM;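 active means percent response vs DMSO below 50%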;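 further: median channel GFP fluorescence of the barcoded RPL19A-GFP strain; ratio of sample median GFP to plate DMSO average so 100% = DMSO; lower means less RPL19A-GFP as with rapamycin TOR inhibition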
* hit, by the source's call; x = not tested or not shown; [ ] = another dose, or the depositor's remark.

cpd	SMILES	CIT2-GFP yeast	AGP1 TOR yeast	MEP2 TOR yeast	AHR act	CR mimetic SO	Efflux pump mplx	LAP4-GFP MLPCN	RPL19A-GFP yeast
1	CCN1C(=O)C(F)(CC)C(=O)c2ccccc21 (stereo not drawn)	96	103	106	2	92	-0.2	101	102
2	CCOc1ccc(NC(=O)C2CC3CCC2C3)cc1 (stereo not drawn)	96	102	107	7	89	0.1	102	106
3	O=S(=O)(Nc1ccc(S(=O)(=O)N2CCOCC2)cc1)c1ccccc1	96	91	99	-3	107	0.0	102	93
4	CCOCCCNC(c1ccccc1)c1ccncc1 (stereo not drawn)	102	106	106	x	102	0.0	100	106
5	CCN(CC)C(=O)Cn1cc(C(=O)C(=O)NCCc2ccccc2)c2ccccc21	97	101	102	1	132	0.2	92	105
6	CCOC(=O)c1ccc(NC(=O)CSC2=NN3CCCC(=O)N=C3S2)cc1	98	93	103	-1	105	0.0	100	96
7	COc1ccc(S(=O)(=O)Nc2ccc(S(=O)(=O)Nc3nc(C)cc(C)n3)cc2)cc1OC	102	99	106	-1	111	-0.2	98	101
8	C=C(C(=O)c1ccccc1)C(C(=C)C(=O)c1ccccc1)c1ccc(OC)cc1	90	104	103	0	94	0.0	108	97
9	O=C(c1ccc(Cl)cc1)N1CCN(C(=O)c2ccco2)CC1	106	104	97	0	98	-0.1	101	103
10	CCOC(=O)C(C(=O)OCC)C(Nc1ccccc1)c1ccccc1 (stereo not drawn)	95	93	91	3	86	-0.1	95	98
11	CCOC(=O)c1ccc(N2CSC3=C(C#N)C(c4ccc(OC)cc4OC)CC(=O)N3C2)cc1 (stereo not drawn)	98	98	98	-1	88	0.2	99	99
12	CCCCCN(C(=O)NC(=O)Nc1ccccc1C)S(C)(=O)=O	101	105	110	12	108	0.0	103	102
13	Cc1ccccc1N1CC(C(=O)N2CC(C)CC(C)C2)CC1=O (stereo not drawn)	96	88	91	5	105	0.0	89	88
14	COC(=O)c1ccc(S(=O)(=O)c2ccc(Cl)cc2)c(N)c1	98	98	96	1	94	0.0	96	98
15	COc1ccc(-c2nc(C#N)c(NCc3cccnc3)o2)cc1OC	x	110	103	45	102	0.0	121	111
16	Cc1nc(SCC(=O)NC(=O)NC(C)(C)C)nc(C)c1C	79	104	94	4	96	0.1	95	99
17	CCOC(=O)/C(N=Nc1ccc(Cl)cc1)=C(/O)c1ccc([N+](=O)[O-])cc1	93	95	98	5	88	-0.1	99	93
18	CSc1cccc(NC(=O)CCNS(=O)(=O)c2ccc3[nH]c(=O)oc3c2)c1	97	96	96	3	97	-0.3	101	96
19	COc1ccc(NS(=O)(=O)c2cc(NC(=O)c3nn(C)c(=O)c4ccccc34)ccc2OC)cc1	105	96	112	-5	112	0.2	89	102
20	c1cc2[nH]snc2c2nc(C3CC3)nc12	96	100	106	18	106	0.1	97	98
21	COC(=O)c1ccc(C(=O)OC)c(NC(=S)N2CCN(c3ccccc3F)CC2)c1	90	91	102	0	99	0.1	103	102
22	Cc1cc(C)nc(NC(=O)C(c2ccccc2)c2ccccc2)n1	98	101	99	-1	97	-0.1	99	97
23	O=C(N/N=C/c1ccc2c(c1)OCO2)c1cccc(NC(=O)c2ccccc2Cl)c1	103	102	103	19	91	0.0	96	102
24	O=C(O)c1ccccc1N=N/C(=N/Nc1cc(S(=O)(=O)O)ccc1O)c1ccccc1	87	103	102	-1	90	-0.1	113	96
25	O=C(CCC(=O)N1CCN(c2ccc(F)cc2)CC1)N1CCN(c2ccc(F)cc2)CC1	99	96	93	0	101	0.1	95	97

More structures follow:
cpd	SMILES	CIT2-GFP yeast	AGP1 TOR yeast	MEP2 TOR yeast	AHR act	CR mimetic SO	Efflux pump mplx	LAP4-GFP MLPCN	RPL19A-GFP yeast
26	Cc1cc(OCC(=O)Nc2cc(-c3nn4c(C)nnc4s3)ccc2C)ccc1Cl	95	104	111	18	112	-0.1	100	101
27	FC(F)(F)c1nnc2n1N=C(c1cccs1)CS2	87	92	90	1	114	0.1	109	97
28	CC1CCN(C(=O)c2ccc(CS(=O)(=O)Cc3ccccc3)cc2)CC1	101	104	106	-2	110	-0.2	104	102
29	CN1CCOc2cc(S(=O)(=O)NCc3ccc(S(N)(=O)=O)cc3)ccc21	123[may fluoresce green]	108[may fluoresce green]	94[may fluoresce green]	10	99	-0.6	103[may fluoresce green]	99[may fluoresce green]
30	COc1ccc(C(C)=O)c(Oc2nc(CN3CCOCC3)nc3scc(-c4cccs4)c23)c1	92	93	101	4	102	0.5	100	96
31	COc1ccccc1OCC(=O)N1CCN(C(=O)COc2ccccc2OC)CC1	104	102	102	4	97	0.0	96	104
32	C=CCc1cccc(/C=N/NC(=O)c2ccccc2Br)c1O	96	97	93	24	111	-0.1	92	107
33	COCCNC(=O)CN(Cc1ccco1)C(=O)CCC(=O)Nc1nccs1	105	102	99	-5	117	0.0	98	101
34	CCc1ccc(N(CC)C(=O)c2ccc3c(Cl)c4c(nc3c2)CCC4)cc1	87	96	97	0	95	0.2	102	98
35	Cc1ccc(-c2nc3ncccc3o2)cc1NC(=O)c1cccnc1	107	106	105	13	101	0.0	101	106
36	CCc1ccc(/C=N/NC(=O)c2ccccn2)cc1	101	100	103	4	107	0.1	118	101
37	COc1ccc(/C=C2\SC(=O)N(CCNC(=O)C3CCN(S(=O)(=O)c4cccs4)CC3)C2=O)cc1	104	103	108	10	107	0.0	94	110
38	CCc1ccc(-c2nc(SCC(=O)c3c(N)n(C)c(=O)n(C)c3=O)n[nH]2)cc1	113	115	110	-1	89	-0.1	126	108
39	Cc1ccc(-c2cc(=O)[nH][nH]2)c(C)c1	105	100	101	1	105	0.0	93	102
40	Cc1nc2sc(-c3ccccc3)nn2c(=O)c1Br	105	97	101	-2	105	0.1	103	96
41	CCc1ccccc1NC(=O)CCS(=O)(=O)c1ccc(OC)cc1	101	98	112	1	92	0.0	99	105
42	COc1ccc(OC)c(CN2CCN(C(=O)c3cccc(S(=O)(=O)Nc4ccc(C)cc4)c3)CC2)c1	97	109	106	12	89	0.1	105	105
43	c1cncc(-c2noc(-c3ccco3)n2)c1	100	29	106	0	104	-0.1	90	91
44	Cc1cc(C(=O)COC(=O)CC2Sc3ccccc3NC2=O)c(C)n1-c1cccc(C(F)(F)F)c1 (stereo not drawn)	94	96	98	6	90	0.3	94	98
45	O=C(NC1CCCCC1)C(c1ccncc1)N(Cc1ccc2c(c1)OCO2)C(=O)C(F)(F)F (stereo not drawn)	102	100	102	16	99	-0.1	93	97
46	COc1ccc(-c2nc3cc(NC(=O)c4ccc5c(c4)OCO5)ccc3o2)cc1	95	103	106	1	113	0.0	103	103
47	COc1cccc(NC(=O)c2ccccc2-c2ccccc2C(=O)O)c1	101	99	104	12	125	0.3	93	101
48	CN(C)c1ccnc(SCc2ccccc2Cl)c1C#N	96	87	92	-6	100	0.2	127	92
49	CCOc1ccccc1-c1nc(CN2CCCC2c2nccs2)c(C)o1 (stereo not drawn)	105	110	104	6	105	0.3	103	98
50	CCN(CC)c1ccc2nc3ccccc3[n+](CC)c2c1	110	104	109	1	65*	0.0	100	101

(next part)
cpd	SMILES	CIT2-GFP yeast	AGP1 TOR yeast	MEP2 TOR yeast	AHR act	CR mimetic SO	Efflux pump mplx	LAP4-GFP MLPCN	RPL19A-GFP yeast
51	COc1ccc(NS(=O)(=O)c2cc3c(cc2C)NC(=O)CO3)c(OC)c1	110	104	100	3	107	0.0	107	96
52	O=C(Nc1ccccc1N1CCCC1)c1cccc(S(=O)(=O)N2CCOCC2)c1	94	97	96	3	91	0.1	102	92
53	Cc1ccccc1NC(=O)c1ccc2ccccc2c1	97	94	106	13	92	0.0	100	103
54	COc1ccc(Cl)cc1NC(=S)N1CCN(C(=O)C2CCCO2)CC1 (stereo not drawn)	94	97	96	4	92	0.0	105	97
55	O=C(O)CC1S/C(=N/N=C/c2ccc(-c3ccc(Cl)c([N+](=O)[O-])c3)o2)NC1=O (stereo not drawn)	108	108	101	1	92	0.0	112	95
56	Nc1nc(-c2ccccc2)cc(N2CCCCC2)n1	101	104	95	14	90	-0.1	103	98
57	Cc1ccc(NC2CCCN(C(=O)Cc3nonc3C)C2)cc1C (stereo not drawn)	90	97	93	37	85	0.0	95	96
58	Cc1c(N/C(=N/S(=O)(=O)c2cc([N+](=O)[O-])ccc2Cl)c2ccccc2)c(=O)n(-c2ccccc2)n1C	98	100	94	4	145	0.1	113	100
59	Cc1cccc(NC(=O)c2nc[nH]c2C(=O)NCCCCCNC(=O)OC(C)(C)C)c1	93	91	92	9	122	0.6	89	91
60	CCOc1ccccc1NC(=O)CNC(=O)N1CC(=O)Nc2ccccc21	106	100	98	22	93	-0.1	100	97
61	CC(C)NC(=O)N(O)C1N(Cc2ccc3c(c2)OCO3)C(=S)SC1(C)C (stereo not drawn)	101	102	97	2	104	-0.1	102	98
62	CC1(c2nnc(-c3cccc(Cl)c3)o2)CC(c2ccccc2F)=NO1 (stereo not drawn)	84	83	85	2	97	-0.2	118	99
63	COc1cc(NC(=O)C2CCCCC2)c(OC)cc1NC(=O)c1ccco1	97	100	92	16	101	-0.1	98	99
64	O=C(NC1=NCCS1)c1ccccc1OCc1ccc(F)cc1	107	88	100	7	93	-0.3	106	102
65	O=C(O)CCC(=O)c1ccc2ccc3cccc4ccc1c2c34	83	86	99	0	104	0.0	106	99
66	NC(=O)COC(=O)CCCc1c[nH]c2ccccc12	109	112	109	3	107	-0.1	101	106
67	O=C(COC(=O)c1ccc2ccccc2c1)Nc1ncc(C(F)(F)F)cc1Cl	93	91	100	4	126	0.2	93	100
68	COc1ccc(/C=C2/SC(=O)N(CCNC(=O)CC(NC(C)=O)c3ccccc3)C2=O)cc1 (stereo not drawn)	97	102	102	2	102	0.0	102	99
69	CN1CC(c2ccc(Cl)c(Cl)c2)[C@@]2(COc3ccccc3C2=O)[C@@]12C(=O)Nc1ccccc12 (stereo partly drawn)	96	97	100	2	99	0.1	98	100
70	CCOC(=O)C1=C(C)NC2=C(C(=O)CCC2)C1c1coc2ccccc2c1=O (stereo not drawn)	93	97	97	33	91	0.2	93	97
71	COc1ccc(-c2cc(=O)oc3c(C)c(O)ccc23)cc1	105	104	109	10	95	-0.1	97	107
72	Cc1ccc(Cl)cc1NC(=O)CC(O)(C(F)(F)F)C(F)(F)F	101	109	110	1	97	-0.1	104	101
73	Cc1noc(C)c1C(=O)Nc1sc(C)c(C)c1C#N	95	98	103	0	106	0.6	106	99
74	CCc1cc(C(=O)Nc2ccccc2N2CCOCC2)sc1C	85	92	92	8	76	0.2	123	91
75	CC(=O)Nc1ccc(S(=O)(=O)Nc2ccccc2N2CCOCC2)cc1Cl	105	108	104	-2	95	0.1	105	103
76	O=C(CSc1cn(Cc2cccc(F)c2)c2ccccc12)NCc1ccc(F)cc1	90	98	97	6	111	-0.1	102	95
77	CCOC(=O)c1c(NC(=O)c2cc3n(n2)C(C(F)(F)F)CC(c2ccccc2)N3)sc(C)c1C (stereo not drawn)	96	97	102	3	98	0.0	93	106
78	CNC(=O)[C@H](C)[C@@H]1C[C@@]1(C)[C@@H](NC(=O)OCc1ccccc1)c1ccccc1	96	92	89	4	93	-0.1	105	102

Compound activity (PubChem)
